miR122 inh: inhibitors of miR-122 in Huh7 cells; actives 0.3% (n = 340,000); activation (reporter increase), % at 12.5 µM; Huh7 miR-122 Renilla luciferase sensor, 48 h; neutral wells = 0, positive control = 100;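 active = mean replicate activation score at least 90 and every replicate individually at or above 90; inconclusive = only one of the two criteria met; inactive = neither criterion met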;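 also: higher luciferase means less miR-122 activity so hits act as miR-122 inhibitors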
DENV2 CPE: DENV2-induced cell death inhibition. DENV2-infected cells, cytopathic effect rescue, plate reader. CPE inhibition, % at 9.99 µM. actives 1.7% (n = 350,000). AID 651640; in the data active = CPE inhibition above about 20%, passing the limit was not always enough; inconclusive = no clear call, values can overlap the other calls; tested in BHK-21 cells;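 also: 0% = median of neutral control wells and 100% = median of positive control wells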
ERAP1 inh: inhibitors of human ERAP1 aminopeptidase | Q9NZ08 | recombinant ERAP1, Leu-AMC fluorescence, 60 min | inhibition, % at 10.7 µM | actives 0.15% (n = 340,000) | AID 652197;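 active = mean replicate inhibition of at least 30%, or all replicates individually reaching that 30% level; inactive = mean below 30% and not every replicate reaching it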;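 also: 0% = neutral control wells and 100% = L-leucinethiol positive control wells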
F508del corr: correctors of CFTR F508del function in bronchial epithelial cells; activity (quench increase), % at 7.58 µM; CFBE cells, YFP halide quenching; stimulated with forskolin plus potentiator P3; % fluorescence drop versus neutral controls; actives 0.36% (n = 350,000);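 active = mean added fluorescence quench of at least 8% versus neutral control, with both replicates also reaching 8%; inconclusive = only one of the mean or replicate conditions met; inactive = mean below 8% and not both replicates reaching 8%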;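 also: cells transiently co-express mutant CFTR-F508del with the halide-sensitive YFP; corrector assay measuring rescue of mutant channel to the surface after 24 h compound exposure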
ERp5 block: blocks human ERp5 reductase activity on insulin; Q15084; inhibition, % at 9.99 µM; ERp5 insulin aggregation, absorbance 650 nm, 90 min; actives 0.05% (n = 350,000);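 active = mean replicate inhibition above about 25%, with every replicate also reaching it, limit read from the data, passing the limit was not always enough; inconclusive = only one of those two criteria met; inactive = neither criterion met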
Target sequence (Q15084 whole entry, looked up): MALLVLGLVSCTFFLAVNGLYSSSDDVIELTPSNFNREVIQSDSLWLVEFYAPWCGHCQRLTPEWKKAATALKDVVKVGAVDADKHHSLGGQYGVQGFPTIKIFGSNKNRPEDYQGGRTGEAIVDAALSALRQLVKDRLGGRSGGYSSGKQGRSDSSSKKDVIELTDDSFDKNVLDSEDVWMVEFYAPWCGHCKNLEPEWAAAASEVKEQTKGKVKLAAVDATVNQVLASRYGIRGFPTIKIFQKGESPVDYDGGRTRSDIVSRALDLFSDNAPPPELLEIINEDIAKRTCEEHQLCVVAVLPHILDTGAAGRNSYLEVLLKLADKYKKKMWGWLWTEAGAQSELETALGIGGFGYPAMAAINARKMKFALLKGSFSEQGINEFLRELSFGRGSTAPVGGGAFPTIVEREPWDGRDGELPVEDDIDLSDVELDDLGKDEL
CASP6 VEID inh: caspase-6 (human) enzyme inhibition. purified caspase-6, Z-VEID-R110 cleavage fluorescence. inhibition, % at 12.5 µM. actives 0.53% (n = 350,000). AID 686996;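 active = mean inhibition across replicates at least about 35%, with every replicate also reaching that limit, limit read from the data; inconclusive = only one of the two criteria met; inactive = neither criterion met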;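 also: 0% = median of neutral control wells and 100% = no fluorescence left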
Target sequence (P55212 24-179 limits assumed): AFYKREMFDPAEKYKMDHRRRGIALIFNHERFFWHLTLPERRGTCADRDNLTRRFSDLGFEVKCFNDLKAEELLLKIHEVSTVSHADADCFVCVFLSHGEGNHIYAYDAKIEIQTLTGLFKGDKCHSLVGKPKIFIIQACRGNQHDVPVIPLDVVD
Target sequence (P55212 194-293 limits assumed): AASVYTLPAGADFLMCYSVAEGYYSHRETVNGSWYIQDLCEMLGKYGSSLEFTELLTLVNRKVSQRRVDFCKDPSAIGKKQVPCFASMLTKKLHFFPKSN
SIRT5 block: blocks human SIRT5 desuccinylation of peptide; Purified SirT5, succinyl-peptide AMC, trypsin-coupled fluorescence; AID 652115; inhibition, % at 15 µM; actives 1.1% (n = 330,000); Q9NXA8; in the data active = inhibition above about 15%; inconclusive = no clear call, values can overlap the other calls
Target sequence (Q9NXA8 whole entry, looked up): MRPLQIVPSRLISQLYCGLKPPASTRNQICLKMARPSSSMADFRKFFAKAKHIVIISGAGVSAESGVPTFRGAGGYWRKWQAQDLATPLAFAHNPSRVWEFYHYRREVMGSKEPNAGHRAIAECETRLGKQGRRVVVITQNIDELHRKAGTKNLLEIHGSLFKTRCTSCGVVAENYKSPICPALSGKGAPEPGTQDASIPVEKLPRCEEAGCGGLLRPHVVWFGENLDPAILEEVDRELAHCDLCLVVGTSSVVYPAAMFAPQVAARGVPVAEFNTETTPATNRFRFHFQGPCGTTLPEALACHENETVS
* hit, by the source's call; ? = inconclusive; · = no result given; [ ] = another dose, or the depositor's remark. Not a hit list, and some 4% of all compounds hit somewhere here.

SMILES	miR122 inh	DENV2 CPE	ERAP1 inh	F508del corr	ERp5 block	CASP6 VEID inh	SIRT5 block
CS(=O)(=O)N1[C@H](C#N)[C@H](c2ccccc2)[C@@H]1CO	·	4	-1	-1.1	-5	1	2
C[C@@H]1CN([C@H](C)CO)C(=O)c2cc(C#CC3(O)CCCC3)cnc2O[C@@H]1CN(C)C(=O)CC1CC1	-7[16.7 µM]	0	-3	-0.6	-2	-2	0
COc1cc(C)ccc1OCCOc1c(C)cc(Cl)cc1Cl	0	1	1	·	1	2	15
CN(c1cccc(F)c1)c1cc2c(c3c1ccn3C)C1CCC2C1 (stereo not given)	7	2	1	2.1	12	-1	-3
CC(=O)NC[C@@H]1[C@@H](c2ccc(-c3ccccc3)cc2)[C@@H](CO)N1C(=O)C1CC1	-6[16.7 µM]	-16	2	0.3	-4	-1	-1
NCC[C@@H]1CC[C@@H](NC(=O)C2CC2)[C@H](CO)O1	·	3	6	0.5	7	2	-1
COc1ccccc1C(=O)Nc1nnc(S(=O)(=O)N(C)Cc2ccccc2)s1	11	9	2	0.7	10	-1	3
CCCc1nc(SCC(=O)NCC2CCCO2)c2c(=O)n(C)c(=O)n(C)c2n1 (stereo not given)	-4	-3	0	-5.0	-3	-1	-1
C[C@@H]1CN([C@@H](C)CO)S(=O)(=O)c2ccc(C#Cc3cccnc3)cc2O[C@@H]1CN(C)CC1CCOCC1	27[16.7 µM]	-1	2	0.9	0	3	-1
O=C(CCS(=O)(=O)c1ccc2c(c1)NC(=O)CS2)NCc1cccs1	-4	-2	7	0.1	-3	1	-3
COc1cccc(CN2CCCC(C(=O)Nc3ccc(-c4cscn4)cc3)C2)c1 (stereo not given)	-3	0	-2	-0.3	3	1	1
COC(=O)Cc1cc(=O)oc2cc(O)ccc12	-9	-5	8	-1.4	3	2	-83
COc1cc(NC(=O)CNC(=O)Cn2ccc3ccccc3c2=O)cc(OC)c1OC	1	0	-4	-0.6	-1	-1	1
C[C@H]1CN([C@@H](C)CO)C(=O)c2cc(-c3ccccc3)cnc2O[C@H]1CN(C)Cc1ccccn1	7[16.7 µM]	3	1	-1.0	-5	-3	2
CCC(C)N(C(=O)CSc1nc(C)c(C)c(C)c1C#N)C1CCS(=O)(=O)C1 (stereo not given)	-2	6	-1	-4.5	-6	2	1
C=CCn1c(=S)sc2c(=O)[nH]c(C)nc21	-1	0	·	-0.1	-1	-2	1
CCOc1ccc(NC(=O)CN(C)C(=O)c2cn(-c3ccc(C)cc3)nc2-c2cccc(OC)c2)cc1OCC	·	-6	1	-3.2	-9	3	-2
Cc1cc(C)c2nc(SCC(=O)NC(=O)c3cccn3C)cc(C)c2c1	·	·	-2	0.9	5	2	·
COc1ccc(NC(=O)Cc2ccc(Cl)c(Cl)c2)cn1	·	-4	-2	-2.0	-2	-6	-1
CCOC(=O)Cn1nc(NC(=O)COc2ccc(F)cc2)cc1C	-3	?	-1	0.7	7	4	-1
O=C(CN1CCOCC1)N[C@H]1CC[C@@H](CCNC(=O)Nc2cc(F)ccc2F)O[C@H]1CO	·	-10	-1	-2.1	-4	1	0
Brc1ccc(-c2nnc3sc(CNCc4ccc5c(c4)OCO5)cn23)cc1	2	5	7	3.9	8	0	8
COc1ccc(NC(=O)N(C)C[C@H]2Oc3c(NS(=O)(=O)c4ccc(C)cc4)cccc3C(=O)N([C@H](C)CO)C[C@H]2C)cc1	9[16.7 µM]	-3	1	-2.0	0	1	-1
NC(=O)CCC(C(=O)O)N1C(=O)c2ccc(O)cc2C1=O (stereo not given)	0	1	1	1.5	2	-1	4
CN(C)CC(=O)N[C@@H]1CC[C@H](CCNC(=O)C2CCC2)O[C@H]1CO	·	17	3	1.6	?	-29	2
CN(Cc1ccc(F)cc1)C(=O)c1cccc(S(=O)(=O)N2CCN(c3ccccc3)CC2)c1	-2	-7	2	1.7	1	-14	0
O=C(O)CCn1c(=O)c2ccccc2c2ccccc2c1=O	·	·	2	·	-4	1	-2
O=C1NC(=O)/C(=C/c2cccc(O)c2)N1	4	-1	-1	-0.1	-1	23	1
COc1ccc(NC(=O)N2C[C@@H](O)COC[C@@H]3O[C@@H](CC(=O)NC4Cc5ccccc5C4)CC[C@H]32)cc1	-9[16.7 µM]	-6	-1	4.2	3	-2	-3
C[C@@H]1CN([C@@H](C)CO)C(=O)c2cccc(NS(=O)(=O)c3ccc(F)cc3)c2O[C@@H]1CN(C)Cc1ccc(Cl)c(Cl)c1	0[16.7 µM]	-7	-4	-0.2	-6	-2	-5

Arranged by the number under ERAP1 inh (highest first): some entries from above
| canonical_smiles | ERAP1 inh |
| --- | --- |
| O=C(O)CCn1c(=O)c2ccccc2c2ccccc2c1=O | 2 |
| NC(=O)CCC(C(=O)O)N1C(=O)c2ccc(O)cc2C1=O (stereo not given) | 1 |
| CCC(C)N(C(=O)CSc1nc(C)c(C)c(C)c1C#N)C1CCS(=O)(=O)C1 (stereo not given) | -1 |
| COc1cccc(CN2CCCC(C(=O)Nc3ccc(-c4cscn4)cc3)C2)c1 (stereo not given) | -2 |
| C[C@@H]1CN([C@@H](C)CO)C(=O)c2cccc(NS(=O)(=O)c3ccc(F)cc3)c2O[C@@H]1CN(C)Cc1ccc(Cl)c(Cl)c1 | -4 |

Carrying on:
SMILES	miR122 inh	DENV2 CPE	ERAP1 inh	F508del corr	ERp5 block	CASP6 VEID inh	SIRT5 block
O=C(Nc1ccc(Cn2nnc3ccccc32)cc1)c1ccco1	-4	·	-1	·	1	-1	-5
COc1cc(C(=O)Nc2nnc(C)s2)c([N+](=O)[O-])cc1OC	·	0	·	0.3	-1	2	1
COCCNC(=O)C1CCCN(S(=O)(=O)c2ccc3c(c2)CC(C)N3C(=O)C2CC2)C1 (stereo not given)	-1	7	-3	1.1	1	-4	0
CC(C)(C)c1ccc(OCC(O)CN2CCN(c3ccccn3)CC2)cc1 (stereo not given)	9	8	4	-2.4	2	16	0
O=C(C[C@H]1CC[C@@H](NC(=O)Cc2cccnc2)[C@H](CO)O1)NCc1ccc2c(c1)OCO2	4[16.7 µM]	14	1	-3.3	-2	-5	0
COc1ccc2c3c(n(C)c2c1)[C@@H](CO)N(Cc1ccc2c(c1)OCO2)CC31CCN(C(C)=O)CC1	·	-2	4	-0.5	-2	-2	-2
CCC(=O)N1[C@H](CO)[C@@H](c2ccccc2)C12CN(Cc1cccnc1)C2	·	-5	-14	4.6	11	1	-4
COc1ccccc1N1C(=NC(=O)C(C)Oc2ccccc2)SC2CS(=O)(=O)CC21 (stereo not given)	1	-1	-2	2.2	4	0	-5
CC(C)S(=O)(=O)NC(=O)C1(C)CCN1C(=O)Cc1ccccc1Cl (stereo not given)	-10	-8	-1	5.0	-1	0	3
CC(=O)OCC(=O)C12OC(C)(C)OC1CC1C3CC=C4CC(O)CCC4(C)C3CCC12C (stereo not given)	3	2	-4	1.9	-1	3	-3
Cc1ccnc(NC2c3ccccc3C(=O)N2Cc2ccccc2Cl)c1 (stereo not given)	0	-21	-1	4.4	-7	-1	-5
C[C@H](CO)N1C[C@H](C)[C@H](CN(C)C(=O)Nc2ccc(C(F)(F)F)cc2)Oc2ncc(C#C[C@@H](C)O)cc2C1=O	·	7	2	4.1	-3	·	-1
Cc1csc(-c2cc(C(=O)NCc3cc(C(F)(F)F)cc(C(F)(F)F)c3)n[nH]2)c1	-2	1	-9	·	-9	-3	-3
CC1(C(=O)OCC(=O)NNC(=O)COc2ccc(Cl)cc2)CC1(Cl)Cl (stereo not given)	·	-1	1	3.4	3	-3	-2
COc1ccc(/C=C2\SC(N3CCc4ccccc4C3)=NC2=O)cc1OC	·	2	-1	·	1	3	-1

One compound at a time, as listed above. Values in the order: miR122 inh, DENV2 CPE, ERAP1 inh, F508del corr, ERp5 block, CASP6 VEID inh, SIRT5 block
Profile of `CCC(=O)N1[C@H](CO)[C@@H](c2ccccc2)C12CN(Cc1cccnc1)C2` → ·, -5, -14, 4.6, 11, 1, -4
Profile of `CC(=O)OCC(=O)C12OC(C)(C)OC1CC1C3CC=C4CC(O)CCC4(C)C3CCC12C` (stereo not given) → 3, 2, -4, 1.9, -1, 3, -3

Further entries
SMILES	miR122 inh	DENV2 CPE	ERAP1 inh	F508del corr	ERp5 block	CASP6 VEID inh	SIRT5 block
Cc1ccc(C(NC(=O)N2CCCC2)C(Cl)Cl)cc1F (stereo not given)	4	3	3	0.9	4	0	1
O=C(NCc1ccc(F)cc1)c1cc(-c2ccncc2)nc2ccccc12	1	-4	-3	0.4	-2	7	4
Nc1ccc2c(c1)C(=O)c1cc(N)c(Cl)cc1-2	·	6	1	1.1	1	7	·
Cc1cc(=O)c2cc(NC(=O)c3ccccc3Cl)ccc2[nH]1	-4	?	-2	-0.1	7	2	2
CCC1CCc2c(sc(NC(=O)c3cnccn3)c2C(N)=O)C1 (stereo not given)	-5	-1	2	3.0	-1	2	-2
O=C(CSc1nnc(-c2ccc(F)cc2)o1)NC1CCCC1	-2	-1	3	-1.9	0	-2	1
CCCc1cn(CC[C@@H]2CC[C@H](NC(=O)C3CCC3)[C@@H](CO)O2)nn1	·	5	0	1.4	-11	2	0
CN1C(=O)c2cc(NC(=O)Nc3cccc(Cl)c3)ccc2OC[C@H]2O[C@H](CC(=O)NCCc3ccncc3)CC[C@H]21	-42[16.7 µM]	1	-2	1.0	0	3	11
O=S(=O)(c1ccccc1)N1CCCCN2[C@H](C1)[C@H](c1ccc(C#Cc3cccnc3)cc1)[C@@H]2CO	0[16.7 µM]	-21	0	3.6	0	0	2
CCc1ccc(CNC(=O)CCc2nnc(Cc3cccc(C(F)(F)F)c3)o2)nc1	·	-6	3	-0.1	1	-1	-1
O=C(COc1ccccc1[N+](=O)[O-])OCCCOC(=O)COc1ccccc1[N+](=O)[O-]	-4	2	-1	0.7	5	1	2
CCc1cnc(N2[C@@H](C#N)[C@@H](c3ccccc3)[C@@H]2CO)s1	·	49*	0	1.2	-2	-5	1
CN(C)S(=O)(=O)c1cccc(C(=O)NCCNC(=O)c2cccc(S(=O)(=O)N(C)C)c2)c1	-12	-5	-3	0.9	1	-3	1
CCOC(=O)c1[nH]c(CO)c(C(=O)OCC)c1C	-9	3	4	1.8	-2	4	-2
CCOc1ccc(OCC)c(S(=O)(=O)n2cc(C)nc2CC)c1	·	-2	-2	-2.2	-6	-2	-3
Nc1ccc(C(=O)OCc2nc3cc4ccccc4cc3[nH]2)cc1	11	·	6	-5.2	6	6	-2
O=C(CSc1cccc2cccnc12)Nc1cccc(S(=O)(=O)N2CCOCC2)c1	·	6	-5	-3.1	-3	-2	-3
CCOc1ccc(S(=O)(=O)N2CCOCC2)cc1NS(=O)(=O)c1ccc(OC)c([N+](=O)[O-])c1	·	0	0	0.9	4	0	5
CCc1ccccc1N(CC(=O)NCCSCc1ccco1)S(C)(=O)=O	-2	-4	1	-1.4	12	-1	-11
Cc1nn(C)cc1S(=O)(=O)N1CCCCC1C (stereo not given)	-5	-10	1	-3.8	10	-1	0
Cn1c(=O)c2ccccc2n(CC(=O)NCCC2=CCCCC2)c1=O	-7	2	3	-0.7	4	0	-9
Cc1ccc(-c2nn(-c3ccccc3)cc2CO)cc1	-7	3	-1	-2.0	2	0	-6
CCOC(=O)[C@]12CCCC=C1N(CCC1=CCCCC1)C(=O)[C@H](CC(=O)NCC13CC4CC(CC(C4)C1)C3)C2	·	-1	·	-2.9	-1	-2	0
Cc1ccccc1-c1nc(CS(=O)(=O)CC(=O)NC2CCCCC2C)c(C)o1 (stereo not given)	·	-2	1	1.3	5	0	-2
CCS(=O)(=O)N1CCN(S(=O)(=O)c2ccc(S(=O)(=O)NC3CC3)cc2)CC1	0	17	-2	-1.4	-5	2	0
O=C(Cc1cccnc1)N1[C@H](CO)[C@H](c2ccccc2)[C@@H]1CNCC1CCC1	-8[16.7 µM]	4	5	-0.7	-2	-3	0
CNC(=O)c1ccc2nc(NC(C)=O)sc2c1	·	4	0	-1.9	-3	-3	17*
COC(=O)c1cc(OC)c(OC)cc1NC(=O)CSCc1c(C)noc1C	·	8	-1	1.3	3	-3	-3
O=C(NC(=S)NC1CCSC1=O)c1ccccc1 (stereo not given)	·	-7	8	-1.3	0	6	-2
COc1ccccc1C(=O)NCC(=O)NC(C)CCc1ccccc1 (stereo not given)	-3	-9	0	-0.7	-1	1	4
O=C(NCCN1C(=O)C2C3C=CC(C3)C2C1=O)N1CCOCC1 (stereo not given)	5	-3	1	-0.6	0	4	·

Assay outcomes as filed in PubChem BioAssay.
